# Assay outcomes from PubChem.
# TRPM1 prom inh – inhibitors of MITF-dependent TRPM1 promoter reporter, primary screen, cell-based, SK-MEL-5, single point, luciferase; SK-MEL-5 TRPM1 promoter luciferase, 24 h; inhibition, % at 12.5 µM; 330,000 compounds, 0.83% hits;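 active = mean inhibition across replicates of 60% or more, whatever share of single replicates reaches that level; inconclusive = some that reach 60%, reason not given; inactive = mean inhibition across replicates below 60%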; also: values of inactives mirror those of a sister screen read the other way
# Shn3 inh set2 – reduction of Shn3 3'UTR firefly luciferase signal, primary screen, Schnurri-3 inhibitor project, cell-based, Clone20 osteoblasts, set 2. Clone20 osteoblast Shn3 3'UTR firefly luciferase, 24 h. inhibition, % at 12.5 µM. 360,000 compounds, 0.52% hits;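 active = mean inhibition of at least 75% with every replicate also reaching 75%; inconclusive = mean inhibition at least 75% but some replicate below; inactive = mean inhibition below 75%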;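 also: 0% = median of neutral control wells and 100% = pilot-screen positive control compound; some compounds past the cut are filed as inactive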
# KKLEB cytotox – cytotoxicity in KKLEB CF airway cells, primary screen, cytotoxicity control for CF NF-kB inhibitor project, cell-based, uHTS, fluorescence assay plates | KKLEB CF airway cells viability, ATPlite luminescence, overnight; hits give low values; cells stimulated with P. aeruginosa culture filtrate | activity change (cytotoxicity), % at 5 µM | 360,000 compounds, 0.36% hits | AID 602141, 2011;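 active = corrected activity change at or below -50% at 5 µM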
# CaV13 ICDI inh – Primary screen for inhibitors of IQ motif and Ca2+-dependent inactivation inhibitor domain binding in CACNA1D, Förster resonance energy transfer in living cells, …. HEK cells, CFP/YFP FRET ICDI-IQ, plate reader, 10 min; percent FRET-ratio fall versus neutral wells. inhibition, % at 12.3 µM. 340,000 compounds, 0.098% hits;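 active = mean replicate inhibition of at least 30% and at least 1% of replicates passing that level; inconclusive = only one of the two criteria is met; inactive = neither criterion is met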;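 also: 0% = median of the neutral control wells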
# PDI inh – inhibitors of human PDI, primary screen, biochemical, turbidity, single point, plate reader. AID 588391, 2011. PDI insulin aggregation turbidity, A650, 90 min. 350,000 compounds, 0.052% hits. inhibition, % at 10 µM. Protein disulfide-isomerase (Homo sapiens), P07237;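 active = mean inhibition across replicates of 30% or more, whatever share of single replicates reach that level; inconclusive = mean inhibition below 30% while every single replicate reaches 30%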;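 also: absorbance from insulin aggregation driven by PDI reduction with DTT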
# Target sequence (P07237 whole entry, looked up): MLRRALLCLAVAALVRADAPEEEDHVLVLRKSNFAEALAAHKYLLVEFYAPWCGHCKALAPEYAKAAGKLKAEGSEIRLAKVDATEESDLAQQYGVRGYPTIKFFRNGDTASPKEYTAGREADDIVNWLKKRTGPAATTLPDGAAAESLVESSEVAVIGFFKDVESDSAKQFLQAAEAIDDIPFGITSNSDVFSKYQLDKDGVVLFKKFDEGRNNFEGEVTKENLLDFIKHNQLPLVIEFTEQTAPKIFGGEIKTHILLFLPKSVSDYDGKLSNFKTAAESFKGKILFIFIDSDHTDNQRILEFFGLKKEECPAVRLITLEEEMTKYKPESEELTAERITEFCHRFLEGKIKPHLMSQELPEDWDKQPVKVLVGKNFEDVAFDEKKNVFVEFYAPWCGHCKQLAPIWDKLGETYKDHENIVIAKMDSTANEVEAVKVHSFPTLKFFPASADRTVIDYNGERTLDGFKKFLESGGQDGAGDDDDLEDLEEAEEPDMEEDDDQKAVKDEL
# Vif inh – HIV Vif self-association inhibitors, primary screen, imaging, HEK293T, single point; HEK293T cells, Vif self-association by quenched fluorescence, 24 h; inhibition, % at 7.49 µM; 340,000 compounds, 0.35% hits; AID 602346, 2012; in the data active = inhibition above about 50%, passing the limit was not always enough; inconclusive = no clear call, values can overlap the other calls; inactive = below about 31%; also: some results filed as inactive read as strong as hits
# Peg3 promoter – Peg3 promoter-driven luciferase inhibitors, primary screen, cell-based, HeLa, luciferase luminescence | HeLa PEG-Prom luciferase reporter, overnight | inhibition, % at 20 µM | 360,000 compounds, 1.7% hits | AID 588405, 2011;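 active = inhibition of at least 50% at 20 µM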
# CF NFkB block – inhibitors of PAF-induced NF-kB signaling, primary screen, cell-based, GFP fluorescence, uHTS. KKLEB NF-kB-GFP reporter, GFP fluorescence overnight. inhibition, % at 5 µM. 360,000 compounds, 0.86% hits. AID 588850, 2011;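 active = at least 50% inhibition at 5 µM, scaled per plate between neutral and stimulator controls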;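 also: PAF is a Pseudomonas aeruginosa culture filtrate used as stimulus; plate controls were PAF-stimulated DMSO wells for no effect and unstimulated DMSO wells for full effect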
# HIF-2a block – HIF-2a reporter inhibitors, primary screen, luminescence, 786-0 RCC cells; 786-0 RCC cells HIF-2a reporter, luciferase luminescence, overnight; inhibition, % at 18.8 µM; 360,000 compounds, 0.72% hits;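 active = inhibition of the luminescence signal of 40% or more relative to plate controls, in a single-dose primary screen at 18.75 µM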
# NR2E3 ag-1 – NR2E3 agonists in two-hybrid cells, primary screen, cell-based, luminescence, CHO-S, Gal4-NCOR/VP16-NR2E3. AID 602229, 2012. Photoreceptor-specific nuclear receptor (Homo sapiens), Q9Y5X4. 360,000 compounds, 0.35% hits. inhibition of corepressor binding, % at 3.98 µM. luciferase;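 active = inhibition above the mean of all tested compounds plus 3 SD, cut at about 70% in these data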;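 also: 0% = DMSO with NR2E3 transfected cells and 100% = cells lacking NR2E3 construct; higher means lower luciferase signal from less NR2E3 corepressor binding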
# Target sequence (Q9Y5X4 whole entry, looked up, the tested form may be a part): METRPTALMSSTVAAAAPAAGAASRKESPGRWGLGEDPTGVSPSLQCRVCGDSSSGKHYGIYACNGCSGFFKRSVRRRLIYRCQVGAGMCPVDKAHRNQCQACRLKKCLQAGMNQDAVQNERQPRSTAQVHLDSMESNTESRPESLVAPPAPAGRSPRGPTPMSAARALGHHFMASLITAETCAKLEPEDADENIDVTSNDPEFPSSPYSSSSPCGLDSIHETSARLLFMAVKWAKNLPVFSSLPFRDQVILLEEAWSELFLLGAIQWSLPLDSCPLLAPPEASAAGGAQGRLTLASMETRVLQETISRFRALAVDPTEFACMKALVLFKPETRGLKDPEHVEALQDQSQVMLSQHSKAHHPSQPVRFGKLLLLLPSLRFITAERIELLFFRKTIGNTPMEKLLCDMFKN
# NR2E3 ag-2 – inhibitors of NR2E3-RetCOR corepressor binding, primary screen, NR2E3 agonist project, biochemical, TR-FRET, GST-NR2E3, biotin-RetCOR; Photoreceptor-specific nuclear receptor (Homo sapiens), Q9Y5X4; 1536-well; 320,000 compounds, 0.12% hits; inhibition of corepressor binding, % at 4.78 µM; AID 2300, 2010;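 active = percent inhibition above the cutoff of mean plus 3 SD of all tested compounds, set per screening campaign, cut at about 20% in these data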;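 also: 0% = DMSO wells and 100% = biotin wells as full block of FRET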
#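 System: GST-NR2E3 and biotin-RetCOR proteins; probe or stimulus: 7 nM biotin-RetCOR; doses: compound at 4.8 µM, single dose; schedule: Compound–protein incubation for 5 h at 4 °C; detection: time-resolved FRET; read-out: percent inhibition; controls: biotin wells as high control, 0.6% DMSO wells as low control; format: 1536-well plates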
# An asterisk follows results filed as active; ? = inconclusive; . = not tested or not shown.
Structure,TRPM1 prom inh,Shn3 inh set2,KKLEB cytotox,CaV13 ICDI inh,PDI inh,Vif inh,Peg3 promoter,CF NFkB block,HIF-2a block,NR2E3 ag-1,NR2E3 ag-2
CC(C)(CNC(=O)Cc1ccc(Cl)cc1Cl)N1CCOCC1,-7,0,7,-3,-8,-6,9,18,15,-14,6
CNc1cc(N2CCN(S(=O)(=O)N(C)C)CC2)ccc1[N+](=O)[O-],7,7,-1,-3,1,11,8,9,4,16,1
COc1ccc(-c2cc(-c3ccc(Cl)cc3)c(C#N)c(SCC(=O)O)n2)cc1,2,15,0,-3,-1,-2,-10,15,21,40,5
CCOC(=O)c1c(-c2ccc(-c3ccccc3)cc2)csc1NC(=O)CNCCN(C)C,39,50,-8,-14,0,-2,103*,17,19,7,-3
O=C(CCc1cn2ccccc2n1)NC1CCCc2c1cnn2-c1ccccc1F (configuration not stated),5,-5,13,-2,4,-5,5,-43,-3,-25,-3
Cc1ccc(F)c(S(=O)(=O)NC(=O)C2(C)CCN2C(=O)Cc2ccsc2)c1 (configuration not stated),.,-14,13,-5,1,-9,1,8,4,-50,.
Cc1nc2ccccc2c2oc(C(=O)N3CCc4ccccc4C3)cc12,5,29,-7,-2,.,-4,18,-9,-22,9,-4
CCN(C(=O)c1cc2ccccc2oc1=O)c1ccccc1,-58,-67,8,-5,2,23,-220,-22,-214,-54,3
O=C(Nc1ccc(F)c(Cl)c1)C1CCCCC1,-8,4,-8,-6,-9,-4,-23,-2,-55,-54,1
Cc1nc2ccccc2cc1C(=O)N(C)Cc1ccccc1,-4,-7,4,-3,-2,6,3,-6,4,1,0
O=C1CN(S(=O)(=O)c2cc(Br)ccc2Br)CCN1,.,-19,4,-16,0,5,6,13,8,2,.
CC1(c2ccccc2)NC(=O)N(CC(=O)Nc2cc(S(=O)(=O)N3CCOCC3)ccc2Cl)C1=O (configuration not stated),-2,-1,-3,-4,8,1,4,5,16,-15,4
Cc1cc(C)n(C(C)CC(=O)N2CCc3ccccc32)n1 (configuration not stated),26,22,-6,-5,12,22,13,5,14,-50,3
O=S(=O)(Nc1nc2c(s1)CCCC2)c1ccc(F)cc1,5,-51,-8,-6,-4,-11,1,18,-15,-25,0
O=C(Nc1ccccc1)N1N=CCC1c1ccccc1 (configuration not stated),-13,8,9,-4,-3,14,48,-14,-1,-16,.
CCOC(=O)C1CCCN(C(=O)c2ccc3nc(-c4cccc(OC)c4)oc3c2)C1 (configuration not stated),-25,-67,-16,-8,-11,-2,-25,13,-145,-47,1
CCc1ccccc1N(CC(=O)NC1CCCCC1)C(=O)CCC(=O)Nc1ccccn1,-6,15,9,-7,-5,-2,2,13,10,-14,4
CC(/C=N/NC(=O)c1cc(-c2ccc(C)o2)[nH]n1)=C\c1ccccc1,-5,-11,-2,-15,-2,4,9,-7,6,-1,3
OCC(CBr)(CBr)CBr,-14,17,14,.,.,-3,-13,-3,-11,8,2
O=C(COc1cccc(Br)c1)N/N=C/C(=O)c1ccccc1,6,3,6,-5,2,.,1,33,9,-6,0
CCCn1c(N)c(C(=O)CN2CCN(S(=O)(=O)c3cccc(Cl)c3)CC2)c(=O)[nH]c1=O,5,-10,-1,-2,0,-19,19,-13,10,8,.
CCCCCCN1C[C@H](O)[C@@H](n2cc(-c3ccc(F)cc3)nn2)C[C@@H]1c1ccc(C)cc1,.,8,-6,-3,-4,-1,16,10,12,1,.
Cc1ccc(C(C(=O)NCC2CCCO2)N(Cc2ccccc2)C(=O)c2ccc(-c3ccccc3)[nH]2)o1 (configuration not stated),2,4,4,-6,9,-3,30,7,-10,-9,3
O=C(COC(=O)/C=C/c1ccc(Cl)cc1)Nc1cccc(S(=O)(=O)NC2=NCCCCC2)c1,8,8,1,-5,-6,1,12,-7,13,13,.
N#Cc1ccccc1COC(=O)c1cc(=O)c2ccccc2o1,-15,-4,-5,-4,-3,-11,-9,11,-42,-35,1
NC(=O)CC(NC(=O)Cc1cccc2ccccc12)c1ccc(NCCOc2ccccc2)c([N+](=O)[O-])c1 (configuration not stated),-16,14,-19,-5,6,-11,54*,-15,11,2,1
CCc1ccc(-c2cnc3ccccc3n2)cc1NC(=O)CNC(=O)c1ccccc1,-47,-46,9,-14,0,-2,-101,-29,-226,-89,-2
COc1cccc(C(C)NC(=O)C2CCCO2)c1 (configuration not stated),8,-4,-3,-12,0,-2,5,-7,6,-6,1
CCCCN(C(=O)c1ccc([N+](=O)[O-])o1)c1c(N)n(CC(C)C)c(=O)[nH]c1=O,4,-1,2,-5,1,-3,-3,-18,10,-32,2
C/C(N)=C(/C#N)C(=O)COC(=O)CSc1ccccc1,-6,5,5,-4,-12,26,2,4,21,-30,3
O=C(CCN1C(=O)[C@H]2CC=CC[C@H]2C1=O)NCc1nc(-c2ccc(Cl)cc2)no1,7,-7,-2,-2,1,0,6,6,9,19,2
Cc1cccnc1NC(=O)COc1ccc2c(c1)CCC2,-103,-114,8,-2,-2,-1,-283,1,-230,3,0
O=C(CNS(=O)(=O)c1ccc(Cl)cc1)N/N=C/c1ccco1,10,21,5,-5,0,-6,2,-2,19,8,2
O=C(O)CSC1CC(=O)N(c2ccc(Cl)c(Cl)c2)C1=O (configuration not stated),6,-25,5,.,3,6,-9,-6,13,-22,-2
COc1ccc(S(=O)(=O)N2CCSC2c2ccc(N)cc2)cc1 (configuration not stated),-16,1,4,.,8,4,-6,0,-2,5,0
CCNS(=O)(=O)c1ccc(NC(=O)Nc2cc(C)ccc2OC)cc1,-11,1,-19,-4,5,-3,-1,20,2,-8,-2
CN(C)S(=O)(=O)c1ccc(N2CCN(S(=O)(=O)c3ccc(F)cc3)CC2)c(Cl)c1,38,69,1,-4,-4,-12,40,0,24,-12,2
CS(=O)(=O)N(CCC#N)Cc1ccco1,-58,4,14,-5,15,-5,8,-22,15,-3,2
CCC1CCCCN1C(=O)c1sc2ncnc(N(CC)CC)c2c1C (configuration not stated),6,-14,-2,-4,-3,-13,28,-1,16,9,5
O=C(CNC(=O)Cc1ccccc1)NCC(=O)N1CCN(C(c2ccccc2)c2ccccc2)CC1,0,-15,3,-2,2,2,-6,3,20,8,1
O=C1CC(c2ccccc2)Cc2nc3ncnn3cc21 (configuration not stated),2,13,3,-10,-1,-1,9,8,-2,-86,0
Cc1ccc(S(=O)(=O)Nc2cccc(C(=O)NCC(C)(C)N3CCOCC3)c2)cc1F,9,-6,10,-6,13,14,2,4,0,-2,3
COc1ccc2nc(SCC(=O)Nc3ccccc3C#N)[nH]c2c1,1,-9,10,.,-2,4,-33,-13,-112,-20,0
c1cc(-c2cc3nc(NCC4CC4)ccn3n2)ccc1OCCN1CCOCC1,.,-22,-10,-6,0,-10,-62,8,-118,-25,.
CCn1c(SCC(=O)N2CCCC2)nc2ccccc21,5,-39,5,-5,-7,-4,8,-13,9,19,11
COc1cc(NC(=O)CCn2c(=O)oc3ccccc32)cc(OC)c1OC,-2,-9,-2,-3,21,-2,2,-10,7,-3,2
CC(C)(C)NC(=O)CN1C(=O)c2cccc3cccc1c23,.,-4,4,-5,-5,-2,15,0,24,-34,.
CCOC(=O)C1=C(C)Nc2nnnn2C1c1ccc(OC)c(Br)c1 (configuration not stated),-2,4,19,9,.,.,6,-6,11,-22,0
CC(C)CCOc1ccc(C2(C)NC(=O)N(CN3CCOCC3)C2=O)cc1 (configuration not stated),8,-1,-1,.,?,-3,-11,2,-20,21,7
COc1ccc(-c2nc(=S)[nH][nH]2)cc1OC,5,2,2,-5,0,1,-12,4,-1,-17,1
O=C1CC(N2CCC(c3nc4ccccc4s3)CC2)C(=O)N1Cc1ccccc1 (configuration not stated),6,2,8,.,23,-2,13,-25,10,3,-2
O=S(=O)(NCCc1csc(-c2cccnc2)n1)c1ccc(Cl)s1,7,45,17,-9,.,-1,15,6,2,15,5
CCCCN(CC)CCCNC(=O)c1cc2c(-c3ccc(OC)c(OC)c3)nn(C)c2s1,-35,28,-10,-3,15,-11,-23,-19,14,-7,1
Oc1ccccc1/C=N/NC(=S)NCCc1ccccc1,-13,-26,-13,-4,8,.,-154,-19,-156,41,.
O=c1c([N+](=O)[O-])cccn1Cc1cccc(Cl)c1,3,-5,1,-5,0,-2,17,-1,6,-20,3
CCOc1ccc(Nc2nc(N)nc(CN3CCN(c4ccccc4F)CC3)n2)cc1,17,33,3,0,0,26,18,-7,6,16,1
Cc1cc(S(=O)(=O)NC2CCCCC2)ccc1OCC(=O)NCc1ccccn1,7,4,-19,-1,3,5,18,1,3,29,1
C/C(=C\C(=O)c1ccccc1)Nc1ccc(Br)c(Cl)c1,4,-21,7,-5,6,0,-119,-22,-65,-6,2
CCn1c(C(C)NC(=O)c2ccccc2C)n[nH]c1=S (configuration not stated),-4,1,4,-14,4,6,4,-2,9,-23,2
Fc1ccc(CSc2ccc3nnc(-c4cccnc4)n3n2)cc1,-13,6,-27,0,0,-5,5,-15,12,-17,2

# New compounds follow:
Structure,TRPM1 prom inh,Shn3 inh set2,KKLEB cytotox,CaV13 ICDI inh,PDI inh,Vif inh,Peg3 promoter,CF NFkB block,HIF-2a block,NR2E3 ag-1,NR2E3 ag-2
CCN(CC)S(=O)(=O)c1ccc(C(=O)NNC2=NS(=O)(=O)c3ccccc32)cc1,-4,-7,2,-18,5,-6,2,0,13,3,0
CSc1cccc(NC(=S)N2CCC(N(C)C3CCCC3)CC2)c1,-1,-14,11,-6,-7,-12,11,11,17,10,-1
O=C(COC(=O)CN1C(=O)NC2(CCCCC2)C1=O)Nc1cc(F)ccc1F,0,-10,-6,-3,3,-1,-11,12,13,-1,.
O=C(N/C(=C\c1ccccc1)C(=O)N1CCOCC1)c1ccco1,-3,-8,-10,-3,18,-21,-17,9,-61,-8,7
Cc1nc2ccccc2n1C(=O)N(C)C,3,-20,4,-4,13,8,15,0,6,-5,1
COc1ccccc1C/C(N)=N/OC(=O)COc1cccc2ccccc12,-5,-22,-4,-8,19,17,12,18,0,-23,-1

# Compounds as they come; overall some 3.3% were active at least once.
